DUSP3 inh: inhibitors of human VHR1 phosphatase (DUSP3) | P51452 | recombinant VHR phosphatase, pNPP absorbance | inhibition, % at 13.3 µM | 0.52% of 290,000 active | AID 1654; in the data active = inhibition above about 50%; note: some compounds called inactive have numbers as strong as hits
Target sequence (P51452 whole entry, looked up): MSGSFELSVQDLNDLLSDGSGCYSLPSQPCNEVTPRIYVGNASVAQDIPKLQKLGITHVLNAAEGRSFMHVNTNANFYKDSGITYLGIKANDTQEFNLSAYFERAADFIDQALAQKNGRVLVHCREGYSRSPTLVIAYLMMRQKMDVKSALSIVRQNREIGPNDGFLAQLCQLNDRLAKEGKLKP
Rv3671c inh: Rv3671c (M. tuberculosis) protease inhibition. AID 2606. P9WHR9. inhibition, % at 5.96 µM. 0.048% of 320,000 active; in the data active = inhibition above about 38%;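 note: extracellular domain of Rv3671c used as enzyme; 0% = enzyme with DMSO and 100% = no enzyme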
Target sequence (P9WHR9 whole entry, looked up, the tested form may be a part): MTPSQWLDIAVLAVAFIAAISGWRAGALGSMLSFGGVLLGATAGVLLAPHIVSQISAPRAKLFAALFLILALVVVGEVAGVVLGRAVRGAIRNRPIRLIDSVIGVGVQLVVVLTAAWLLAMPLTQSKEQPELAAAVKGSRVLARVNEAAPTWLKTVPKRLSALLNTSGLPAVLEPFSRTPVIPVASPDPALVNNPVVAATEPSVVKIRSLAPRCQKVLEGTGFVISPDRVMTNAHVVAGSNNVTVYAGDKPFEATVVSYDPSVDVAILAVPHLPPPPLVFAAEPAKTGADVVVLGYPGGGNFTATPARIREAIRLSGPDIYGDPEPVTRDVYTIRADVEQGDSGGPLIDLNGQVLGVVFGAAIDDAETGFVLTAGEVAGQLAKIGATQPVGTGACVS
PriA SSB inh: blocks PriA binding to SSB C-terminal tail; AlphaScreen SSBct-PriA binding, biotinylated peptide; inhibition, % at 33 µM; 0.6% of 430,000 active; AID 1272365; in the data active = inhibition mostly above about 37%, no sharp cut-off; inactive = mostly below about 20%;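 note: plate controls were negative control peptide for no effect and reference peptide for full effect; strong numbers were not always called active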
TcdB inh: inhibitors of Clostridioides difficile toxin B glycohydrolase; P18177; TcdB glycohydrolase enzymatic assay, plate reader; inhibition, % at 9.99 µM; 0.24% of 350,000 active; AID 652162; in the data active = inhibition above about 10%
Vc quorum ag: quorum light induction in luxS cqsA deficient V. cholerae; activation, % at 18.7 µM; AID 588436; 0.16% of 350,000 active; V. cholerae BH1578 lux reporter, luminescence, 6 h; in the data active = activation mostly above about 9.7%, no sharp cut-off; note: not every result past the cut was called active; inactives centre near 0; reference of the scale not given here
MazF activator: activators of E. coli MazEF toxin-antitoxin RNase; 0.32% of 350,000 active; P0AE70; activation, % at 20 µM; FAM/BHQ RNA-DNA oligo cleavage fluorescence, 5 h; AID 504720; in the data active = activation above about 50%
Target sequence (P0AE70 whole entry, looked up): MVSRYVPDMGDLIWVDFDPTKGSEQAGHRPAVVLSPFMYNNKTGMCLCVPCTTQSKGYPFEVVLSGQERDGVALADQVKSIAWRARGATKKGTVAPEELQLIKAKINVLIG
CCHF vOTU inh: CCHFV vOTU protease inhibition; Pep-AMC fluorescence; inhibition, % at 11.5 µM; 0.55% of 370,000 active; in the data active = inhibition above about 30%; note: 0% = vehicle wells with enzyme and 100% = no enzyme wells
SARS 3CLpro inh: SARS-CoV 3CLpro protease inhibition. P0C6X7. recombinant SARS-CoV 3CLpro, quenched FRET peptide cleavage. inhibition, % at 6 µM. 0.14% of 290,000 active. AID 1706; in the data active = inhibition above about 12%
Yp Topo-I inh: inhibitors of Yersinia pestis topoisomerase I; activity, % at 10 µM; Y. pestis Topo-I cleavage product accumulation, plate reader; 0.064% of 360,000 active; in the data active = activity above about 50%, passing the limit was not always enough; note: inactives centre near 2
PrPC surface inh: inhibitors of human cell surface prion protein PrPC. 0.43% of 370,000 active. P04156. AID 720596. TR-FRET read-out. inhibition, % at 13.8 µM; in the data active = inhibition above about 24%; note: 0% = median of the test wells and 100% = reference compound wells
* = called active by the depositor; i = inactive; · = not tested or not shown; & = joins results of further samples. Some of the compounds tested, so the mix of outcomes need not match the whole.

Below each compound: Yp Topo-I inh, Vc quorum ag, Rv3671c inh, PriA SSB inh, PrPC surface inh, DUSP3 inh, CCHF vOTU inh, TcdB inh, MazF activator, SARS 3CLpro inh
> O=C(O)CNC(=O)/C=C/c1ccc(Cl)cc1Cl
    6.1, -0.4, 0.9, -6.6, -13.9, 1.7, -1.0, 0.9, -0.5, -5.4
> CC(C)NC(=O)Nc1ccc2c(c1)C(=O)N([C@H](C)CO)C[C@H](C)[C@@H](CN(C)S(=O)(=O)c1ccccc1)OCCCC[C@@H](C)O2
    6.6, -0.3, ·, ·, -4.0, ·, -4.8, 0.9&-0.8, 5.0, ·
> CCCn1c(N)c(C(=O)COC(=O)c2c(C)noc2C)c(=O)n(C)c1=O
    -2.5, i, -7.2, -15.4, 0.1, -5.0, -0.5, ·, -6.9, -1.2
> C[C@H](CO)N1C[C@H](C)[C@@H](CN(C)C(=O)Nc2ccccc2)Oc2c(NS(=O)(=O)c3cn(C)cn3)cccc2C1=O
    2.3, i, -1.8, -13.7, 0.2, ·, -1.9, -0.2&0.8, -6.3, ·
> CC(=O)c1cccc(NS(=O)(=O)c2c(C(=O)N3CCOCC3)c(C)n(C)c2C)c1
    -3.4, i, 0.0, -4.3, 6.3, -22.1, -3.8, 0.6, 7.3, -0.5
> CCOc1ccc(NC(=O)N(CCN(C)C)C(C)c2cccnc2)cc1 (stereo unspecified)
    2.5, i, 5.3, -0.3, -0.2, -7.8, -5.5, 0.8, 0.2, 6.8
> CC(C)c1ccc(NC(=O)C(c2ccccc2)N2CCN(C(=O)c3ccco3)CC2)cc1 (stereo unspecified)
    19.3, i, -0.2, -3.4, 3.9, 20.0, 11.6, ·, 4.3, 7.6
> CCOC(=O)C1=C(C)N=c2s/c(=C\c3ccc(OC(C)=O)c(OCC)c3)c(=O)n2C1/C=C/c1ccccc1 (stereo unspecified)
    5.0, -1.6, -6.3, ·, -2.8, 16.7, -3.8, ·, 8.4, -1.1
> N#CC1(Nc2ccc3c4c(cccc24)CC3)CCCCC1
    -15.7, 0.7, ·, ·, 4.5, ·, -8.8, 1.5, 7.4, ·
> c1ccc(Oc2cc(-n3cccn3)ncn2)cc1
    -0.5, ·, -2.6, -3.0, -6.1, -5.6, 5.5, ·, -6.5, -3.1
> COC(=O)C1=C(C)OC(N)=C(C#N)C1c1ccccc1 (stereo unspecified)
    2.6, -0.3, 1.0, -13.8, -5.8, 32.9, -2.4, ·, 0.5, 3.5
> CC(Sc1nc(N)cc(=O)[nH]1)C(=O)N1CCOCC1 (stereo unspecified)
    -4.7, i, ·, -2.1, 8.2, ·, -7.1, 2.9, 10.2, ·
> O=C(N/N=C/C1CC2C=CC1C2)c1ccccc1O (stereo unspecified)
    -1.6, i, 9.7, i, -0.5, 5.0, 11.3, -2.5, -1.2, 0.1
> Cc1cc(-n2cnnn2)ccc1C(C)C
    8.0, -0.2, -1.1, -5.7, 11.7, 16.9, 13.3, 0.6, 2.0, 3.7
> COc1ccc(C2=NOC(C(=O)Nc3cccnc3)C2)cc1OC (stereo unspecified)
    -12.2, -0.4, -5.5, -2.1, 0.8, 7.2, -0.8, 1.1, -3.9, 5.0
> O=C(CN1C(=O)c2ccccc2S1(=O)=O)NC(Nc1ccccc1F)C(Cl)(Cl)Cl (stereo unspecified)
    -0.2, i, -1.7, -15.1, 1.7, 28.7, 16.0, 0.1, 15.1, 2.3
> Cc1ccc(S(=O)(=O)NC(=O)c2cccc(N(C)C)c2)cc1
    2.0, -0.9, -0.6, 4.5, -1.1, ·, -7.0, 0.9, 10.0, ·
> O=C(O)CC12CC3CC(C1)CC(n1ncc(NCc4ccccc4Cl)c(Cl)c1=O)(C3)C2
    7.7, -0.3, -2.7, -1.1, -2.6, 9.3, 4.1, 1.1, 6.8, 0.5
> CN(CCNC(=O)C1CC(=O)N(c2ccc(F)c(Cl)c2)C1)Cc1ccccc1 (stereo unspecified)
    5.8, i, -7.8, -6.7, 0.6, 43.0, 1.7, 0.5, -2.7, -2.3
> Cc1cccc(NC(=O)CSc2ncnc3sc(C)cc23)c1
    23.8, -0.6, -10.4, -22.8, 7.6, 20.4, 3.9, -0.1, -3.8, -2.7
> COc1ccc(OC)c2c1CCC1NCCOC21 (stereo unspecified)
    0.2, -0.3, -11.2, -0.4, -4.4, 5.1, 5.5, -0.9, -5.2, -0.8
> O=C1OCCN1C(=O)[C@H]1[C@H](c2ccc(Cl)cc2)C(c2ccc(F)cc2)=NN1c1ccccc1
    4.1, -0.4, ·, 3.4, 0.1, ·, -9.7, 0.9, -16.1, ·
> COCCNC(=O)C(OC(=O)CC1Sc2ccccc2NC1=O)c1ccncc1 (stereo unspecified)
    4.5, i, 1.3, 0.8, -2.6, 4.0, 7.4, ·, 0.7, -0.4
> CC(Nc1ccc(F)cc1F)C(=O)NC(=O)NC1CCCCC1 (stereo unspecified)
    -3.5, -1.4, -5.5, -0.7, 4.4, 6.7, 10.9, 1.3, 4.5, 1.6
> Cc1ccc(S(=O)(=O)N(CC(=O)NCCSc2ccccn2)c2cc(C)cc(C)c2)cc1
    27.0, -0.4, 0.7, -8.4, 9.5, 13.2, 15.8, ·, -9.0, 2.9
> CCn1cc(C(=O)NCCCOC)c2cc(OC)c(OC)cc2c1=O
    -5.5, i, -4.0, 0.6, -2.9, 15.5, -5.5, ·, 6.9, 3.1
> CCCNc1sc(S(=O)(=O)CCC)nc1S(=O)(=O)c1ccc(C)cc1
    19.6, i, -7.8, -22.7, 0.9, -2.7, 19.6, 1.3, -0.4, 2.9
> CCc1ccc(NC(=O)CCn2nc(C)c(S(=O)(=O)N3CCCCC3)c2C)cc1
    16.3, -0.5, 7.7, -7.5, 10.7, 23.9, 5.7, 2.0, -1.6, 2.0
> CN1CCCN(C(=O)COc2ccc(F)cc2F)CC1
    5.1, -1.1, -1.9, -12.8, -4.3, 24.0, -1.4, 1.3, 2.2, 0.3
> COC(=O)NC(NC(=S)Nc1ccc([N+](=O)[O-])cc1)C(Cl)(Cl)Cl (stereo unspecified)
    -3.2, i, -24.7, 10.6, 10.2, 17.8, 6.7, 0.5, 13.6, 2.8
> CC(=O)N(CCO)Cc1cc2cc(C)cc(C)c2[nH]c1=O
    -4.5, 3.1, 1.3, -8.8, -1.7, 8.5, -6.8, ·, 0.9, -0.5
> COc1cc(NS(=O)(=O)c2ccc(NC(=O)c3cccs3)cc2)nc(OC)n1
    -11.3, i, -12.3, -18.0&-11.9, 4.8, 7.4, -3.1, 2.3, 5.8, 1.6
> Nc1nc(Cl)nc2c1ncn2[C@H]1C[C@H](O)[C@@H](CO)O1
    3.2, i, 0.2, 1.4, -9.4, -3.0&25.6, 1.0, -5.6, 6.7, -0.8&3.6
> CCc1nccn1S(=O)(=O)c1cc(OC)c(Cl)cc1OC
    3.1, 0.0, 10.4, 1.5, -4.2, -17.2, -2.4, ·, 3.7, -2.7
> C#CCNC(=O)C1=C[C@H](C2CC2)C[C@H](OCCCCO)O1
    -6.8, i, 6.4, 1.6, 5.8, -0.5, -7.6, -0.3&0.3, 9.0, 2.3
> Cc1ccc(C(=O)COc2ccccc2-c2ccccc2)cc1C
    4.4, -0.2, -14.4, -18.0, 1.0, 13.6, -9.3, ·, -11.5, -0.3
> N#CCCn1nc(-c2ccccc2)c2ccccc2c1=O
    -5.6, -0.9, 4.1, -10.6, 1.7, 8.1, 11.8, 1.7, 3.5, 2.5
> COc1cccc(CNCC(=O)NC(=O)NC2CCCC2)c1
    0.6, 0.9, -6.2, -17.0, -4.2, ·, -10.0, 1.0, -1.5, ·
> CCc1nc2ccc(Br)cc2c(=O)n1-c1ccccc1C(F)(F)F
    -0.6, i, -1.2, -8.6, 4.1, ·, 12.5, 1.9, -3.6, 3.4
> c1ccc(CNc2ncn[nH]2)cc1
    10.0, 4.8, ·, ·, -1.1, ·, 8.5, 1.7, 4.5, ·
> CCOc1ccc(S(=O)(=O)N2c3ccccc3CC2C)cc1 (stereo unspecified)
    14.7, -0.3, 3.1, -6.0&-48.2, 9.7, -5.8, 1.5, ·, 0.8, 0.4
> O=C(NCCS(=O)(=O)c1ccc(Br)cc1)c1ccccc1
    2.7, i, 5.2, -8.7, -1.1, 27.9, -2.7, 0.8, -12.4, 0.4
> COCC(C)n1c(C)cc(C(=O)COC(=O)c2nc3nc(C)cc(C)n3n2)c1C (stereo unspecified)
    8.2, -0.6, 4.3, 4.4, 5.7, 10.5, -3.2, ·, 4.1, -2.3
> NC(=O)c1nn(-c2ccc(Oc3ccccc3)cc2)c(=O)cc1O
    2.7, -0.1, -2.0, -10.3, -14.3, 20.2, 5.5, 2.0, -7.1, -2.6
> CCN(CC)C(=O)C(c1ccccc1)S(=O)(=O)N1CCOCC1 (stereo unspecified)
    -0.2, -5.3, ·, ·, 0.9, ·, -15.0, 1.0, -1.9, ·

6 compounds already listed, ordered by SMILES length, lowest first:
Below each compound: Yp Topo-I inh, Vc quorum ag, Rv3671c inh, PriA SSB inh, PrPC surface inh, DUSP3 inh, CCHF vOTU inh, TcdB inh, MazF activator, SARS 3CLpro inh
> c1ccc(CNc2ncn[nH]2)cc1
    10.0, 4.8, ·, ·, -1.1, ·, 8.5, 1.7, 4.5, ·
> N#CCCn1nc(-c2ccccc2)c2ccccc2c1=O
    -5.6, -0.9, 4.1, -10.6, 1.7, 8.1, 11.8, 1.7, 3.5, 2.5
> COc1cccc(CNCC(=O)NC(=O)NC2CCCC2)c1
    0.6, 0.9, -6.2, -17.0, -4.2, ·, -10.0, 1.0, -1.5, ·
> CCc1nccn1S(=O)(=O)c1cc(OC)c(Cl)cc1OC
    3.1, 0.0, 10.4, 1.5, -4.2, -17.2, -2.4, ·, 3.7, -2.7
> CCc1nc2ccc(Br)cc2c(=O)n1-c1ccccc1C(F)(F)F
    -0.6, i, -1.2, -8.6, 4.1, ·, 12.5, 1.9, -3.6, 3.4
> C#CCNC(=O)C1=C[C@H](C2CC2)C[C@H](OCCCCO)O1
    -6.8, i, 6.4, 1.6, 5.8, -0.5, -7.6, -0.3&0.3, 9.0, 2.3

(further entries)
Below each compound: Yp Topo-I inh, Vc quorum ag, Rv3671c inh, PriA SSB inh, PrPC surface inh, DUSP3 inh, CCHF vOTU inh, TcdB inh, MazF activator, SARS 3CLpro inh
> COc1ccccc1-c1nnc2sc(-c3ccc(N(C)C)cc3)nn12
    -1.4, -0.5, -5.4, -15.0, 8.7, 49.4, -3.0, -1.2, 1.2, 3.2
> Cc1ccc(-c2nnc(-c3cccc4ccccc34)o2)cc1
    -4.3, -3.3, ·, -14.8, -5.6, ·, 10.9, 2.5, -13.2, ·
> CC(C)C(NC(=O)c1ccccc1F)C(=O)Nc1nccs1 (stereo unspecified)
    5.2, -0.4, -16.5, -8.4, 5.1, 17.7, 2.0, 0.8, 5.7, 3.9
> COc1ccc2occ(C(C)=O)c2c1
    0.8, i, -0.8, -7.2, 3.5, 8.3, 1.4, 1.0, 3.0, 1.6
> O=C(CSc1nnnn1-c1ccc(F)cc1)Nc1ccccc1F
    6.9, i, ·, 0.7, 4.3, 26.1, -9.2, 0.7, 4.7, 1.3
> CCOC(=O)c1sc(C)c2c(=O)n(Cc3ccc(Cl)cc3)c(C)nc12
    -4.3, i, -5.0, -0.8, -4.9, 28.7, 1.7, ·, -10.6, -0.3
> O=C(COc1ccccc1F)Nc1ccc2[nH]c(=O)[nH]c2c1
    -13.2, 0.2, 5.3, -16.9, 2.3, ·, -6.7, 0.6, 2.2, ·
> CN(C)C(=O)c1ccc(NC(=O)COC(=O)CCN=C2NS(=O)(=O)c3ccccc32)cc1
    2.5, i, ·, -6.6, 1.0, ·, -1.8, 2.0, 7.1, ·
> Cc1ccc(NC(=O)CSc2nn(-c3ccccc3)c(=S)s2)cc1S(=O)(=O)N(C)C
    3.2, -0.3, -74.5, 4.7, 10.2, 1.7, 4.6, ·, -2.2, 4.0
> C/C=C/c1ccc(OCCCCN2C(=O)NC(C)(C)C2=O)c(OC)c1
    9.3, -10.5, -1.6, -5.3, 6.6, 3.5, 6.3, ·, -12.9, -2.2
> COc1ccc2oc(/C=C/N(C)C)c(C(=O)c3ccc(Cl)cc3)c2c1
    -0.5, -0.4, -4.3, -1.7, 4.3, 2.6, -8.2, 0.4, -13.8, -5.5

As entered above:
PrPC surface inh, Cc1ccc(-c2nnc(-c3cccc4ccccc34)o2)cc1 → -5.6
PrPC surface inh, Cc1ccc(NC(=O)CSc2nn(-c3ccccc3)c(=S)s2)cc1S(=O)(=O)N(C)C → 10.2
